# XIAP antagonists – small molecules displacing peptide from XIAP – biochemical, IAP family, fluorescence polarization (AID 1018); XIAP BIR domain, fluorescence polarization peptide displacement; higher % means a stronger effect; displacement, % at 20 µM; hits with a dose series show IC50 in µM; actives 0.007% (n = 200,000); in the data active = displacement above about 50%; note: a part of the inactive calls stands beside numbers as strong as those of hits
# M1AAP inhibition – malaria alanyl aminopeptidase activity blockers – biochemical, fluorogenic H-Leu-NHMec substrate, 1536-well (AID 1445) | recombinant M1AAP, H-Leu-NHMec fluorogenic kinetic assay; higher % means a stronger effect | inhibition, % at 30 µM, or IC50 in µM where a hit was titrated | actives 0.42% (n = 220,000);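 active = primary inhibition above the hit cutoff, then over 50% inhibition at one or more dose response concentrations, cut at about 23% in these data, passing the limit was not always enough; inconclusive = conflicting primary data, or primary hits not chosen for dose response; inactive = low primary inhibition, or under 50% at every dose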;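 note: plate controls were DMSO full reaction for no effect and no enzyme background for full effect; strong numbers were not always called active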
# PMI inhibition – MPI inhibition at elevated mannose 6-phosphate – biochemical, fluorescence intensity, high mannose 6-phosphate, primary screen (AID 1220); actives 0.66% (n = 190,000); inhibition, % at 20 µM, or IC50 in µM where a hit was titrated; recombinant PMI enzyme, coupled fluorescence intensity; higher % means a stronger effect
# TNAP activators – stimulation of alkaline phosphatase TNAP activity – biochemical, luminescent, no phosphate acceptor, uHTS, primary screen (AID 1001); one-dose activation fold at 20 µM; EC50 in µM for titrated hits; purified TNAP, luminescent activation assay, no phosphate acceptor; higher activation fold means a stronger effect; actives 0.03% (n = 200,000); in the data active = activation fold from about 3, or a potency from the dose series; inactive = the rest, 99 in 100 with activation fold below about 1.6; note: many of its hits are not listed in these tables
# P. falciparum M17LAP – P. falciparum M17LAP inhibitors, primary screen, biochemical, fluorogenic H-Leu-NHMec substrate, 1536-well (AID 1619) | recombinant M17LAP, H-Leu-NHMec fluorogenic kinetic assay; higher % means a stronger effect | one-dose inhibition, % at 30 µM; IC50 in µM for titrated hits | actives 0.38% (n = 220,000);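 active = compound inhibiting the enzyme by more than half at any dose during confirmatory dose-response retesting; inconclusive = strong single-dose inhibitors picked by rank but not retested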;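 note: plate controls were full reaction with DMSO carrier for no effect and no enzyme background for full effect; strong numbers were not always called active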
# human PMI inhibition – MPI enzyme activity inhibition – biochemical, fluorescence intensity, coupled assay, primary screen (AID 1209) | purified PMI enzyme, coupled fluorescence intensity; higher % means a stronger effect | inhibition, % at 20 µM; hits with a dose series show IC50 in µM | actives 0.42% (n = 190,000);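 note: plate controls were DMSO vehicle for no effect and wells lacking substrate for full effect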
# ER stress rescue – protection against thapsigargin-triggered cell killing – 384-well, CSM14.1, ATP luminescence, primary screen (AID 1222). CSM14.1 thapsigargin-induced death rescue, ATP luminescence; higher % means a stronger effect. cellular ATP content (survival), % at 20 µM; hits with a dose series show EC50 in µM. 190,000 tested, under 10 active;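 active = EC50 below 50 µM in the dose-response confirmation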;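 note: death triggered by thapsigargin at about 15 µM added after 2 h compound pretreatment; cell ATP read after overnight thapsigargin exposure of roughly 18 to 22 hours; normalized against plate controls of thapsigargin alone and 5% DMSO vehicle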
# Myeloid diff 2 – promotes myeloid progenitor differentiation; ER-HoxA9 myeloid progenitors, lysozyme-GFP differentiation, flow cytometry; calls only at 10 µM; actives 1% (n = 360,000);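 active = normalized GFP-positive differentiation at or above the plate's own cutoff, the solvent-only control mean plus 3 SD; inconclusive = no clear call, values can overlap the other calls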;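 note: cells exposed to compound for four days before flow analysis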
# LYP inhibition – inhibitors of LYP phosphatase, biochemical, fluorescence intensity, uHTS (AID 1779). recombinant LYP phosphatase, fluorescence intensity; higher % means a stronger effect. one-dose inhibition, % at 11.5 µM; IC50 in µM for titrated hits. actives 0.054% (n = 290,000);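 note: plate controls were vehicle with enzyme for no effect and no enzyme for full effect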
# Myeloid diff 2 GFP+ MAC1+ % – also measured in Myeloid diff 2; calls as there; GFP+ MAC1+ double positive, %; measured here: differentiation confirmed by MAC1 staining
# Starred values were filed as active, the others as inactive; i = inactive; ? = inconclusive; . = not tested or not shown. Cut-off read from the data, not from the text of the source, unless noted: active = inhibition above about 50%; inactive = the rest.
SMILES,XIAP antagonists,M1AAP inhibition,PMI inhibition,TNAP activators,P. falciparum M17LAP,human PMI inhibition,ER stress rescue,Myeloid diff 2,Myeloid diff 2 GFP+ MAC1+ %,LYP inhibition
CCNc1nc(NC(C)C)nc(N(n2cnnc2)S(=O)(=O)c2ccc(C)cc2)n1,-9.3%,8%,5%,1.1,-5%,18%,1.0%,i,0.7,-7%
CC(=O)Nc1ccc2nc(SCC(=O)N3CCOCC3)sc2c1,-3.2%,2%,4%,1.1,-3%,-11%,0.8%,i,0.4,-5%
Cc1ccccc1-n1c(O)c(/C=N/N2CCCCC2c2cccnc2)c(=O)[nH]c1=O (stereo not drawn),-20%,7%,21%,1.1,-7%,6%,-0.6%,i,0.2,-1%
Cc1cc(C)cc(NC(=S)N2CCC(NC(=O)c3ccccc3C)CC2)c1,-3.9%,13%,4%,1.1,10%,10%,-0.9%,i,0.4,-3%
COc1ccc(-c2cc(C(=O)Nc3cc(C)on3)no2)cc1OC,-5.0%,9%,7%,1.1,2%,4%,-1.2%,i,0.2,-12%
CSCC[C@H](NC(=O)OC(C)(C)C)C(=O)N/N=C/c1ccc2nccnc2c1,.,1%,.,.,5%,.,.,i,0.3,-6%
Cc1ccc(S(=O)(=O)CCc2nc3ccccc3s2)cc1,0.4%,1%,8%,1.1,7%,2%,-1.6%,i,0.5,-2%
COC(=O)c1ccccc1S(=O)(=O)N(Cc1cc2ccc(OC)cc2[nH]c1=O)CC1CCCO1 (stereo not drawn),-2.9%,6%,9%,1,-4%,8%,-2.2%,i,3.1,-4%
O=C(NCc1ccccc1)C(=O)NCC1OCCN1S(=O)(=O)c1ccc2c(c1)OCCO2 (stereo not drawn),-8.6%,-2%,-4%,1,-10%,-8%,-2.1%,i,3.5,-1%
O=P(Cc1ccccn1)(c1ccccc1)c1ccccc1,-2.3%,-9%,4%,1,-2%,5%,-0.7%,i,1.0,-4%
O=C(CC12CC3CC(CC(C3)C1)C2)N/N=C\c1ccc[nH]1,-2.5%,0%,-13%,1.1,-1%,-42%,0.2%,i,0.2,0%
Cc1sc(NC(=S)Nc2ccc(F)cc2)c(C(N)=O)c1C,-0.1%,13%,42%,1,53µM*,52%*,-1.0%,i,0.1,-1%
COc1ccc(OCC(=O)NN2Cc3ccccc3C2=N)cc1,-6.7%,-1%,-11%,0.9,14%,-12%,-1.1%,i,1.9,-11%
CCOC(=O)C1(O)CSc2nc3sc(C(=O)O)c(C)c3c(=O)n21 (stereo not drawn),-1.0%,8%,-22%,1.2,-3%,-4%,-1.9%,i,1.3,-3%
CNC(=O)c1nc(C)c(C2(C)CC(c3cccc([N+](=O)[O-])c3)=NO2)s1 (stereo not drawn),.,0%,.,.,12%,.,.,i,1.9,-10%
Cc1ccnc2nc(C(=O)Nc3ccc(N4CCOCC4)cc3)nn12,-3.3%,10%,-7%,1,-2%,-10%,-1.9%,i,1.0,-3%
COc1ccc(OC)c(C2NC(=S)NC3=C2N2CCC3CC2)c1 (stereo not drawn),-6.6%,-6%,-1%,1,2%,6%,1.4%,i,0.7,-4%
CCOC(=O)c1c(C)c(C(=O)N2CCc3ccccc3C2)c(C)n1CC,-1.9%,-1%,4%,1,-16%,-2%,0.8%,i,5.8,-3%
Cc1ccccc1CN1CCN(C/C=C/c2ccccc2)CC1,-3.2%,4%,4%,1.2,-2%,12%,-1.0%,i,2.6,-5%
CCC(=O)Nc1sccc1C(=O)OC,-5.9%,-2%,7%,1.1,2%,10%,-1.0%,i,0.4,-4%
CS(=O)(=O)N1Cc2ccccc2CC1C(=O)Nc1ccccc1C(N)=O (stereo not drawn),-17%,-1%,5%,1.1,-5%,8%,-0.9%,i,1.6,-5%
Cc1cc(C)c(C(=O)OCCNC(=O)c2cccnc2)cc1C,21%,-1%,-2%,1.1,8%,2%,-1.1%,i,0.8,-10%
Nc1c(C(=O)NCCN2CCOCC2)c2nc3ccccc3nc2n1-c1ccc2c(c1)OCO2,-5.7%,10%,12%,1,7%,21%,.,i,5.3,-2%
CC(C)C(c1nnnn1Cc1ccccc1)N1CCN(Cc2ccco2)CC1 (stereo not drawn),-3.7%,8%,-11%,1.1,10%,-14%,-1.5%,i,0.5,3%
Cc1ccccc1OCC(O)CN(CCO)Cc1ccccc1 (stereo not drawn),-0.5%,-1%,-16%,1,0%,-10%,.,i,0.8,1%
O=[N+]([O-])c1cccc(-c2nc3ccc([N+](=O)[O-])cc3[nH]2)c1,-3.7%,3%,-4%,1.1,5%,-14%,-0.9%,i,0.2,-5%
CC(=O)Oc1cccc(N2C(=O)C3C4C=CC(C4)C3C2=O)c1 (stereo not drawn),-5.2%,8%,2%,0.9,-3%,-5%,-2.2%,i,0.9,4%
CCN(CC)S(=O)(=O)c1ccc2nnn(O)c2c1,-2.9%,-2%,-52%,1,5%,-40%,-0.5%,i,0.8,4%
CCOC(=O)c1c(C)[nH]c(C)c1C(=O)CSc1nnc(-c2cc(OC)c(OC)c(OC)c2)o1,-4.1%,6%,5%,1.1,-8%,-5%,-0.7%,i,0.5,0%
Clc1ccc(-c2nnc3sc(-c4ccc(Br)o4)nn23)cc1,-1.0%,-2%,-3%,1.1,2%,4%,.,i,1.3,1%
O=C(Nc1ccc(Cl)cc1)OCc1cc(-c2ccccc2Cl)on1,-6.6%,1%,6%,1.1,6%,15%,-0.6%,i,1.0,-11%
CC1CCCCN1C(=O)COc1ccccc1F (stereo not drawn),-4.9%,-7%,-1%,1.1,-4%,-4%,-1.0%,i,0.2,-6%
C=CCNC(=O)C1CCN(S(C)(=O)=O)CC1,1.4%,2%,10%,1.1,10%,-8%,0.2%,i,0.4,1%
NC(=O)C1CCN(CC(=O)N2N=CCC2c2ccccc2)CC1 (stereo not drawn),-1.6%,2%,8%,1,22%,11%,0.9%,i,0.2,-8%
COc1cc(CNC2CCCC2)cc(Cl)c1OCc1ccc(F)cc1,-9.1%,7%,9%,1.1,8%,16%,-3.0%,i,2.2,-9%
COc1ccc2nc(Nc3nc(CSc4ccc(C)cc4)cc(=O)[nH]3)nc(C)c2c1,-5.0%,3%,-2%,1.4,3%,7%,2.4%,i,0.4,6%
COc1ccc(OC)c(C(C)NC(=O)c2ccc(Br)cc2)c1 (stereo not drawn),-6.7%,6%,7%,1.1,18%,3%,27%,i,1.9,-6%
Cc1cccc(NC(=S)N/N=C/C(C)c2ccccc2)c1C (stereo not drawn),-3.6%,3%,-8%,1.5,6%,-19%,0.7%,i,0.9,7%
Cc1ccccc1-c1nc(CSc2nc3c(c(=O)[nH]2)CCC3)c(C)o1,-4.5%,-2%,-5%,1,-2%,-9%,-3.1%,i,2.1,0%
O=C(COc1ccccc1C(=O)Nc1ccccc1)c1ccc(F)cc1,-1.0%,-3%,0%,1.1,6%,-5%,-0.9%,i,0.3,-3%
COC(=O)c1cc(OC)c(OC)cc1NC(=O)CSc1nnc(-c2cccnc2)n1C,-4.3%,2%,14%,1.1,7%,7%,4.9%,i,0.7,-6%
Nc1ncnc2oc(-c3ccco3)c(-c3ccco3)c12,-1.7%,5%,-56%,1.1,-4%,-21%,.,i,3.5,9%
Cc1ccc(S(=O)(=O)c2nnn3c2nc(Nc2cccc(C)c2)c2ccccc23)cc1,0.1%,22%,-13%,1,31%,7%,-1.6%,i,0.1,-4%
COc1ccc(/C=C(\NC(=O)c2cccs2)C(=O)N2CCOCC2)cc1OC,-9.1%,13%,6%,1,8%,-1%,-3.3%,i,0.5,-4%
CN(C)c1cccc(C(=O)OCC(=O)Nc2ccccc2Cl)c1,-5.8%,-3%,-4%,1.1,-5%,-9%,-1.5%,i,0.5,-2%
CC1=C(C(=O)Nc2ccccc2)C(c2ccccn2)n2ncnc2N1 (stereo not drawn),-3.7%,-1%,-5%,1.1,-6%,-1%,-2.6%,i,0.9,-4%
O=c1[nH]cnc2scc(-c3cccs3)c12,-5.8%,5%,-13%,0.7,-7%,-8%,-1.1%,i,1.3,0%
COc1cc(OC)cc(C(=O)N2CCC(N3CCN(c4ccccc4)CC3)CC2)c1,-5.7%,1%,6%,1.1,8%,12%,-2.4%,i,0.3,-8%

# Some of the entries so far, with values under each structure:
# Results follow in this order: XIAP antagonists, M1AAP inhibition, PMI inhibition, TNAP activators, P. falciparum M17LAP, human PMI inhibition, ER stress rescue, Myeloid diff 2, Myeloid diff 2 GFP+ MAC1+ %, LYP inhibition
- CNC(=O)c1nc(C)c(C2(C)CC(c3cccc([N+](=O)[O-])c3)=NO2)s1 (stereo not drawn)
    ., 0%, ., ., 12%, ., ., i, 1.9, -10%
- COc1ccc(OC)c(C2NC(=S)NC3=C2N2CCC3CC2)c1 (stereo not drawn)
    -6.6%, -6%, -1%, 1, 2%, 6%, 1.4%, i, 0.7, -4%
- Cc1ccc(S(=O)(=O)CCc2nc3ccccc3s2)cc1
    0.4%, 1%, 8%, 1.1, 7%, 2%, -1.6%, i, 0.5, -2%
- Cc1ccccc1CN1CCN(C/C=C/c2ccccc2)CC1
    -3.2%, 4%, 4%, 1.2, -2%, 12%, -1.0%, i, 2.6, -5%

# New compounds follow:
SMILES,XIAP antagonists,M1AAP inhibition,PMI inhibition,TNAP activators,P. falciparum M17LAP,human PMI inhibition,ER stress rescue,Myeloid diff 2,Myeloid diff 2 GFP+ MAC1+ %,LYP inhibition
CCN1CCN(C(=O)c2ccccc2N(Cc2ccccc2)S(=O)(=O)c2ccc(C)cc2)CC1,-4.2%,2%,-9%,1.2,1%,-8%,-2.7%,i,0.4,-12%
NC(=O)c1ccc(NC(=O)CSc2nnc(-c3ccncc3)n2Cc2ccco2)cc1,.,3%,.,.,-4%,.,.,i,0.7,0%
CC1/C(=N/O)CC(c2ccccc2)N(C)C1c1ccccc1 (stereo not drawn),1.6%,1%,9%,1.1,7%,6%,-2.2%,i,0.2,-2%
COc1ccc(C2C(C(=O)Nc3cccnc3)=C(C)Nc3nc(-c4cccs4)nn32)cc1OC (stereo not drawn),-10%,1%,7%,1,-10%,13%,.,i,1.6,-1%
O=C(CCl)Nc1ccc(Sc2ccc(NC(=O)CCl)cc2)cc1,.,4%,.,.,4%,.,.,?,.,-5%
CCCC(CCC)C(=O)Oc1cc(C)[nH]c(=O)c1[N+](=O)[O-],-1.6%,-6%,-16%,1.1,9%,-21%,0.2%,i,0.2,-9%
C/C(CC1(O)C(=O)N(Cc2ccccc2)c2ccccc21)=N\O (stereo not drawn),-4.2%,-1%,2%,1.1,-13%,4%,-3.0%,i,0.6,-1%
CCCS(=O)(=O)C(=C1Nc2ccccc2N1)S(=O)(=O)CCC,-0.1%,9%,10%,1,-3%,17%,.,i,0.7,4%
CNC(=O)c1ccc2c(c1)nnn2C,-7.6%,14%,-8%,1,13%,-8%,-2.4%,i,0.5,-4%
CCOC(=O)C1(Cc2ccccc2C(F)(F)F)CCN(CC2CC2)CC1,-3.5%,.,-2%,1.1,.,-2%,-1.4%,i,0.7,-2%
